# Tn6 DDE FP: disrupts Tn6 cyclic peptide binding to fibrin D-Dimer-E complex. 370,000 compounds, 0.21% hits. P02675. inhibition, % at 8.3 µM. AID 720509. Fibrin DD(E) TRITC-Tn6 fluorescence polarization displacement;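 active = inhibition above a per-campaign cutoff: mean of compounds within control limits plus 3 SD, cut at about 15% in these data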;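 note: 0% = median of all compound wells on the plate and 100% = blocking peptide control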
# ARFGAP1 inh: inhibits rat ARF GTPase activating protein 1. Q62848. Arfgap1-stimulated ARF1 GTP hydrolysis, GDP FP detection. inhibition, % at 16.5 µM. 360,000 compounds, 0.26% hits. AID 651572;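 active = inhibition above a per-plate limit, mean inhibition of low control wells plus 3 SD, cut at about 25% in these data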;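 note: 0% = DMSO wells with enzyme and 100% = wells lacking Arfgap1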
#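 Assay system: purified rat His6-Arfgap1 residues 1-136 (GAP domain); Reagent: human Δ17 ARF1 bound to GTP; Dosing: 16.5 µM single point, 1.26% DMSO; Times: GTP hydrolysis reaction 2 h at 25 °C; Signal: FP, GDP Alexa 633 tracer displaced from anti-GDP antibody, 620/688 nm; Measure: % inhibition from polarization.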
# proKLK7 act: proKLK7 (human) activation, primary screen | activation, % at 7 µM | P49862 | 370,000 compounds, 0.9% hits | purified proKLK7, EDANS-DABCYL substrate fluorescence; 100% is mature enzyme control, 0% vehicle;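 active = activation above the mean of all tested compounds plus 3 SD, computed per campaign excluding outliers beyond control limits, cut at about 13% in these data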
# ASAP1 GAP inh: inhibitors of human ASAP1 ArfGAP activity; Q9ULH1; ASAP1-stimulated ARF1 GTP hydrolysis, GDP FP detection; inhibition, % at 16.5 µM; 360,000 compounds, 0.19% hits; in the data active = inhibition above about 25%;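 note: 0% = vehicle with enzyme and substrate and 100% = no enzyme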
# GC-A act: GC-A (human) enzyme activation | 370,000 compounds, 0.14% hits | P16066 | AID 1671463 | HEK293 GC-A cells, cGMP TR-FRET, EC30 ANP; 0% at EC30 ANP, 100% saturating ANP | activation, % at 10 µM; in the data active = activation above about 40%
# Target sequence (P16066 whole entry, looked up): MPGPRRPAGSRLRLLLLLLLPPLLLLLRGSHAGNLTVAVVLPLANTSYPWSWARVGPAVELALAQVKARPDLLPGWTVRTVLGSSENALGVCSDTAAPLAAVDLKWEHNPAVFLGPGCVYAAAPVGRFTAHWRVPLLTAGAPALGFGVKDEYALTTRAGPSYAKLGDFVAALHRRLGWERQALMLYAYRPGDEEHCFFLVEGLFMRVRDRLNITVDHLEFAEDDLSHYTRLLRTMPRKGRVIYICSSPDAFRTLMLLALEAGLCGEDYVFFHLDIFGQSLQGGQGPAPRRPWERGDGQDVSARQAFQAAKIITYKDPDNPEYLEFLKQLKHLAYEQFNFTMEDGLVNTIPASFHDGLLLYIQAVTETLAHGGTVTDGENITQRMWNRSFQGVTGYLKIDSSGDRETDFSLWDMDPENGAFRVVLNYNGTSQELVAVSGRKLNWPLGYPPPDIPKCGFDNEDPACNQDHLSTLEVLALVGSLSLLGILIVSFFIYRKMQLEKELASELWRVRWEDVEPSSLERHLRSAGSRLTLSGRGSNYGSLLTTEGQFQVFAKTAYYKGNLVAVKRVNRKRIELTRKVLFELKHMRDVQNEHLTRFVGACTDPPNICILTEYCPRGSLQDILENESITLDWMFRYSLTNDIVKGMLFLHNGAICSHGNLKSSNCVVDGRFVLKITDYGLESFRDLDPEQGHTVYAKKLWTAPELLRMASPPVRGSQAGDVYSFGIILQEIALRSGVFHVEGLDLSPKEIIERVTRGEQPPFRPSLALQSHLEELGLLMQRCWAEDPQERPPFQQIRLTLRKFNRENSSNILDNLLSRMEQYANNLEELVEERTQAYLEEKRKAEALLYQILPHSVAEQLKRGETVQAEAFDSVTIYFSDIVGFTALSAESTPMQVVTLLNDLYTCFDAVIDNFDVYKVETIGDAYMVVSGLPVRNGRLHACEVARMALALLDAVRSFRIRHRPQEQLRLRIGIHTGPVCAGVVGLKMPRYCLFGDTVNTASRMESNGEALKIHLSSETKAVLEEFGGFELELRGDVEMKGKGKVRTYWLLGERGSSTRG
# sPLA2-III inh: Blocks human group III sPLA2 activity | inhibition, % at 12.2 µM | AID 743126 | 370,000 compounds, 0.56% hits | QFRET BODIPY PC-A2 liposome hydrolysis, fluorescence | Q9NZ20;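 active = inhibition above mean plus 3 SD of compounds lying within the high and low control bounds, cut at about 19% in these data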;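 note: 0% = median of test compound wells and 100% = no enzyme DMSO wells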
# GC-B act: GC-B (human) receptor activation; P20594; HEK293-GC-B cells, CNP EC30, cGMP TR-FRET; 0% at EC30 CNP, 100% saturating CNP; activation, % at 10 µM; 370,000 compounds, 0.11% hits; AID 1920062;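 active = activation at 10 µM reaching about 35% in either raw or pattern-adjusted values, limit read from the data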
# ADAM10 inh: inhibits human ADAM10 | inhibition, % at 7 µM | 370,000 compounds, 0.62% hits | recombinant ADAM10, EDANS/DABCYL FRET peptide cleavage, 3 h | O14672;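 active = inhibition above a per-campaign cutoff equal to the mean of compounds falling between control-based bounds plus 3 SD, cut at about 20% in these data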;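 note: 0% = DMSO wells while the 100% control is not disclosed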
# rCAG binder: r(CAG) repeat RNA binding. TO-PRO-1 dye displacement fluorescence. inhibition, % at 3 µM. 370,000 compounds, 1.3% hits. AID 651821;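 active = inhibition above the plate cutoff, the mean of all test compounds on that plate plus 3 SD, cut at about 35% in these data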;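 note: 0% = DMSO alone and 100% = 100 µM mitoxantrone as full dye displacement; higher means more dye released from RNA so lower well fluorescence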
# GAA850 FXN act: activators of GAA850 frataxin (FXN) promoter | 360,000 compounds, 0.56% hits | AID 540364 | HEK293 lucGAA850 FXN promoter luciferase reporter, 24 h; percent of 10 µM SAHA response | activation, % at 6 µM;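 active = activation above the average of all compounds screened plus 3 SD, cutoff fixed separately per campaign, cut at about 7.5% in these data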;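 note: 0% = DMSO wells and 100% = 10 µM SAHA wells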
# * = called active by the depositor; . = no result given.
SMILES,Tn6 DDE FP,ARFGAP1 inh,proKLK7 act,ASAP1 GAP inh,GC-A act,sPLA2-III inh,GC-B act,ADAM10 inh,rCAG binder,GAA850 FXN act
CCOC(=O)C1CCCN(C(=S)NC2CCCC2)C1 (stereo not given),0,9,0.8,-5,-1,10,1,7,-3,0.5
CC1CCN(Cc2ccc(-c3nn[nH]n3)cc2)CC1,6,-3,-0.2,-25,1,2,-4,-5,1,-1.7
CC(C)(C)C(=O)NC1CC2CCCC(C1)N2C(=O)Nc1ccc(Cl)cc1 (stereo not given),9,5,0.0,5,-10,8,-1,-10,-4,0.6
O=C(Nc1cccc(-c2nc3ccccc3[nH]2)c1)c1ccc(C(=O)Nc2cccc(-c3nc4ccccc4[nH]3)c2)cc1,20*,47*,2.8,14,-6,-1,0,-32,20,3.2
CC(C)(C)c1csc(N/N=C/c2cccnc2)n1,-6,3,0.6,-10,2,3,-6,0,1,7.9*
Cc1ccc(C)c(N2CCN(C(=O)CCCOc3cc(=O)n(C)c4ccccc34)CC2)c1,-6,-6,0.4,11,-14,-8,-5,0,1,-4.7
COC(=O)[C@]1(C)N[C@H](CN(C)C(=O)c2ccc(F)cc2)[C@@H]2C(=O)N(Cc3ccccc3)C(=O)[C@@H]21,-3,7,-0.1,1,0,8,-4,-3,-1,-0.5
Cc1nc2ccccn2c1C(=O)CSc1ccccc1Cl,10,2,0.5,-1,0,-49,8,8,0,2.8
Cc1cc(C)nc(NC(=O)c2cccc(Br)c2)n1,0,0,-0.1,-1,3,2,1,-4,-1,0.9
O=[N+]([O-])c1ncccc1OCc1ccc(-c2ccccc2)cc1,-4,8,-0.8,7,-2,-4,-4,10,2,2.3
O=C(O)c1ccccn1,7,-4,0.7,-6,-3,0,0,-3,1,1.1
CCCCCCCCC(=O)NC(NC(=S)N1CCOCC1)C(Cl)(Cl)Cl (stereo not given),7,3,-0.6,9,-1,-17,1,7,1,-2.2
COc1ccc(-c2ccc(CN3C(C(C)C)C(=O)N(Cc4cn(CC5CCCCC5)nn4)CCS3(=O)=O)cc2)cc1 (stereo not given),-2,2,0.1,4,12,-8,-2,0,11,-0.6
CC(C)n1c(C(F)(F)F)nc2cc(C(=O)N3CCCCC3)ccc21,4,1,-0.2,14,-4,2,5,-10,-8,0.3
CSCCC(NC(=O)c1ccccc1)C(=O)Nc1ccc(C)cc1 (stereo not given),-5,-8,-0.5,5,-1,-1,0,-3,-3,0.1
CC(CN1CCCCC1)OC(=O)c1ccc2c(c1)OCO2 (stereo not given),6,-7,0.0,2,4,-2,-2,2,-2,0.5
CC1(C)CCC(=O)N(c2ccc(OC(F)(F)F)cc2)C1=O,-7,-8,0.3,-17,1,1,3,1,0,1.0
COc1ccccc1-c1csc(C(C)(NC(C)=O)c2ccccc2)n1 (stereo not given),1,-4,0.3,-7,-2,-12,-6,2,1,3.8
CC1CN(c2nc3c(c(=O)n(Cc4ccc(Cl)cc4)c(=O)n3C)n2C)CC(C)O1 (stereo not given),7,6,0.4,3,-2,-8,-3,0,-8,-1.6
CCOC(=O)C1(Cc2cccc(OC)c2)CCN(Cc2cnc(SC)nc2)CC1,2,9,-0.2,5,-1,-4,3,-3,-10,1.9
CCc1ccccc1N1CC(C(=O)Nc2nccs2)CC1=O (stereo not given),7,-2,-0.1,8,2,2,-2,-3,-1,-0.7
O=C(Nc1sc(-c2ccccc2)cc1C(=O)O)c1ccccc1,-7,21,0.5,5,-3,-36,-7,-8,85*,3.5
CCn1c(=O)c(NC(=O)c2ccccc2)c2n(c1=S)CCCCC2,-5,5,-0.2,5,0,-2,-1,1,3,1.5
CCOc1ccccc1NC(=O)c1ccccc1N(C)S(C)(=O)=O,-7,5,0.1,-18,3,2,-1,8,-1,-2.0
Cc1occc1C(=O)NCc1nc(-c2ccc(Cl)cc2)no1,-1,14,-0.2,2,1,-7,-1,7,2,-0.3

# (continued)
SMILES,Tn6 DDE FP,ARFGAP1 inh,proKLK7 act,ASAP1 GAP inh,GC-A act,sPLA2-III inh,GC-B act,ADAM10 inh,rCAG binder,GAA850 FXN act
CC(C)Oc1ccc(C(=O)NC(=S)Nc2ccc(CN3CCOCC3)cc2)cc1,-2,7,-0.3,-6,-2,3,-3,16,0,1.1
Cc1ccc(S(=O)(=O)NCC(=O)N(CC(=O)NC(C)(C)C)Cc2cccs2)cc1,-2,4,-0.2,2,-1,1,0,0,0,-1.2
Cc1[nH]c(=O)[nH]c(=O)c1Cc1cccc2ccccc12,-10,-9,-0.2,-8,-3,-2,2,0,4,3.0
Cc1ccccc1-c1nnc(-c2ccc(Cl)cc2)o1,13,-9,0.1,12,.,3,.,6,6,5.4
Cn1cc(C(=O)NCc2cccs2)c(=O)c2cc(S(=O)(=O)N3CCCC3)ccc21,3,1,-0.4,-6,4,1,-3,-7,-1,1.3
CCN(CC)c1ncnc2c1nnn2C,-2,-6,0.1,1,2,1,0,4,2,2.1
CN(C)c1ccc(NC(=O)NC2CCCCN(Cc3cccc(Cl)c3)C2=O)cc1 (stereo not given),-9,.,-0.3,.,4,16,-4,-3,6,.
COc1ccc(S(=O)(=O)N2CCOCC2)cc1NC(=O)/C=C/c1ccccc1,-5,-1,1.2,9,2,-7,0,-4,4,0.1
CCOC(=O)[C@@]12CN(C(=O)OC(C)(C)C)CC=C1N(Cc1ccc(OC)cc1)C(=O)[C@H]2CC(=O)N1CCN(C(=O)C2CC2)CC1,4,.,-0.2,.,3,6,-5,1,0,.
COc1ccc(S(=O)(=O)CCC(=O)NCCc2ccc(C)cc2)cc1,7,16,-0.3,7,1,4,1,8,0,2.4
CN(CCCCOc1ccc(F)cc1)Cc1ccccc1,8,-11,0.0,-6,-7,-4,0,-4,-8,0.1
C#CCNC(=O)C[C@@H]1C[C@@]2(C(=O)OCC)CCC=C2N(CCC2=CCCCC2)C1=O,7,-6,-0.4,6,0,9,3,-18,1,.
Cc1ccc(/C=C(\NC(=O)c2ccccc2)C(=O)N2CCCCC2)cc1,4,-12,0.3,-6,2,-6,-1,-3,-9,0.7
CCOc1ccccc1C(=O)NC1CCN(Cc2nnnn2C2CCCC2)CC1,-2,6,0.1,5,5,-5,3,2,-8,-0.1
Cc1ccc(S(=O)(=O)N2C[C@@H](C)[C@]3(C2)[C@H](O)[C@H](OC(=O)NCc2ccccc2F)C[C@H]2C(=O)N(c4ccccc4)C(=O)[C@H]23)cc1,7,4,-0.3,7,2,-56,1,14,13,-3.0
CCCCCCCCN1C(=O)[C@H](CC(=O)NCC2CCCCC2)C[C@@]2(C(=O)OC)CCCCC=C12,5,11,0.5,5,-8,-3,2,-6,1,.
CN(C)C(CNC(=O)c1ccc2c(=O)n(-c3ccccc3F)c(=S)[nH]c2c1)Cc1ccccc1 (stereo not given),1,4,0.6,-1,4,-9,-1,-15,5,-0.5
COc1cc2c(cc1OC)C(=O)CC(C)S2 (stereo not given),-16,-10,14*,-2,5,4,3,-357,-1,1.8
O=C(NNc1ccccc1)/C(=C\c1cccnc1)NC(=O)c1ccccc1,-6,1,0.3,4,0,-6,-3,3,2,-1.0
CCOC(=O)C1=C(C)NC(c2cccs2)C(=O)N1 (stereo not given),-9,-12,-0.4,9,-4,7,1,-11,-1,-0.5
CC(=O)Nc1ccc(Oc2cc(N)cc([N+](=O)[O-])c2)cc1,5,2,-0.4,10,7,-1,1,-2,-2,2.6
CCOC(=O)C1CCC(CN(Cc2ccccc2)S(=O)(=O)c2ccc([N+](=O)[O-])cc2)CC1 (stereo not given),6,-22,-0.5,5,0,7,4,-10,8,1.0
COc1ccc(C(C)=O)cc1CC(=O)NCCCn1ccnc1,-4,-1,-0.8,-2,1,3,1,-6,4,0.1
CCOc1ccc(NC(=S)N2CCN(CCN3C(=O)c4cccc5cccc(c45)C3=O)CC2)cc1,4,-6,-0.1,3,6,-4,-8,-7,0,0.5
COc1cccc(CC(=O)OC(C)C(=O)NCc2ccc3c(c2)OCO3)c1 (stereo not given),11,0,0.4,7,2,-1,-2,-3,-6,2.6

# More records:
SMILES,Tn6 DDE FP,ARFGAP1 inh,proKLK7 act,ASAP1 GAP inh,GC-A act,sPLA2-III inh,GC-B act,ADAM10 inh,rCAG binder,GAA850 FXN act
CC1CC(C)CN(C(=O)COC(=O)c2cccc([N+](=O)[O-])c2)C1 (stereo not given),-11,-4,-0.3,17,-1,-2,6,0,-4,-0.4
CCN(C(=O)CSc1n[nH]c(-c2cccs2)n1)C1CCS(=O)(=O)C1 (stereo not given),-4,-10,0.3,-1,-1,11,-1,5,-2,-0.4
CC(C)n1c(=O)c2ccccc2n1C(=O)c1ccccc1,-2,5,1.0,-7,-1,5,3,4,0,.
O=C(COC(=O)c1ccc2ncsc2c1)NCc1ccc(Cl)cc1,-4,2,-0.2,2,-6,-2,-2,-10,7,0.2
CCOc1ccccc1N(C)S(=O)(=O)c1ccc2c(c1)CCN2C(=O)CCC(=O)O,3,2,-0.3,0,-1,0,2,-6,5,0.6
Cc1ccc(/C=C/C(=O)c2nc3ccccc3[nH]2)cc1,-1,-4,-3.7,5,8,-12,-7,-5,11,0.1
O=C(CSc1nnc(-c2ccccc2)n1-c1ccc(Cl)cc1)N/N=C/c1ccccc1C(=O)O,-4,4,0.4,1,2,-2,6,-4,19,1.8
COC(=O)N1c2ccccc2C=Cc2ccccc21,1,-1,-0.4,-13,-6,-1,-3,7,-2,-2.2
Cc1ccc(CS(=O)Cc2ccc(C(=O)NCc3ccccc3)o2)cc1 (stereo not given),-2,1,0.7,-1,0,5,5,4,-2,1.6
O=C(OCc1cn([C@@H]2CN(CC3CCCCC3)[C@@H](c3ccc(Cl)cc3)C[C@H]2O)nn1)c1ccccc1,-12,0,0.1,-3,3,5,3,0,6,0.5
Cc1ccc(C)c(C(C)NC(=O)c2ccc(Br)o2)c1 (stereo not given),2,1,0.2,0,-3,-4,-7,2,-2,2.9
O=c1[nH]c2cc(Cl)ccc2n1-c1ccccc1,1,4,-0.1,-5,5,-8,-6,0,2,2.8
C=C1C2(C(=O)Nc3nccs3)CCC(C2)C1(C)C (stereo not given),-5,9,-0.3,-13,-1,1,1,9,1,1.5
CC(C)(C)C(=O)NC(=S)Nc1ccccc1C(=O)Nc1ccccc1,0,-3,-0.7,1,-2,3,0,1,-1,2.3
CC(CN1C(C)CCCC1C)OC(=O)c1ccc(F)cc1 (stereo not given),4,2,-0.2,-8,-1,-2,2,-1,2,3.0
O=S(=O)(c1ccsc1)N1CC=C(c2ccccc2)CC1,-3,18,0.5,6,1,1,0,9,-2,7.2
COc1ccc(C(=O)Nc2ccnn2C2CCN(Cc3cnn(C)c3)CC2)cc1,2,11,0.1,1,-1,7,2,3,2,0.7

# Another view of two compounds above:
smiles	Tn6 DDE FP	ARFGAP1 inh	proKLK7 act	ASAP1 GAP inh	GC-A act	sPLA2-III inh	GC-B act	ADAM10 inh	rCAG binder	GAA850 FXN act
CCN(C(=O)CSc1n[nH]c(-c2cccs2)n1)C1CCS(=O)(=O)C1 (stereo not given)	-4	-10	0.3	-1	-1	11	-1	5	-2	-0.4
CC(C)n1c(=O)c2ccccc2n1C(=O)c1ccccc1	-2	5	1.0	-7	-1	5	3	4	0	.
